Cav3 T inh: Cav3.2 calcium influx blockers – cell-based, Fluo-4 calcium fluorescence, FDSS, MLSMR library, primary screen; Voltage-dependent T-type calcium channel subunit alpha-1H (Homo sapiens), O95180; Cav3.2-expressing cells; hits give low values; B-score at 10 µM; 100,000 tested, 4% active; AID 449739, 2010;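 active = single-dose well whose peak fluorescence ratio is a statistical outlier from its plate by either plate-standardised score or position-corrected B-score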
Target sequence (O95180 whole entry, looked up): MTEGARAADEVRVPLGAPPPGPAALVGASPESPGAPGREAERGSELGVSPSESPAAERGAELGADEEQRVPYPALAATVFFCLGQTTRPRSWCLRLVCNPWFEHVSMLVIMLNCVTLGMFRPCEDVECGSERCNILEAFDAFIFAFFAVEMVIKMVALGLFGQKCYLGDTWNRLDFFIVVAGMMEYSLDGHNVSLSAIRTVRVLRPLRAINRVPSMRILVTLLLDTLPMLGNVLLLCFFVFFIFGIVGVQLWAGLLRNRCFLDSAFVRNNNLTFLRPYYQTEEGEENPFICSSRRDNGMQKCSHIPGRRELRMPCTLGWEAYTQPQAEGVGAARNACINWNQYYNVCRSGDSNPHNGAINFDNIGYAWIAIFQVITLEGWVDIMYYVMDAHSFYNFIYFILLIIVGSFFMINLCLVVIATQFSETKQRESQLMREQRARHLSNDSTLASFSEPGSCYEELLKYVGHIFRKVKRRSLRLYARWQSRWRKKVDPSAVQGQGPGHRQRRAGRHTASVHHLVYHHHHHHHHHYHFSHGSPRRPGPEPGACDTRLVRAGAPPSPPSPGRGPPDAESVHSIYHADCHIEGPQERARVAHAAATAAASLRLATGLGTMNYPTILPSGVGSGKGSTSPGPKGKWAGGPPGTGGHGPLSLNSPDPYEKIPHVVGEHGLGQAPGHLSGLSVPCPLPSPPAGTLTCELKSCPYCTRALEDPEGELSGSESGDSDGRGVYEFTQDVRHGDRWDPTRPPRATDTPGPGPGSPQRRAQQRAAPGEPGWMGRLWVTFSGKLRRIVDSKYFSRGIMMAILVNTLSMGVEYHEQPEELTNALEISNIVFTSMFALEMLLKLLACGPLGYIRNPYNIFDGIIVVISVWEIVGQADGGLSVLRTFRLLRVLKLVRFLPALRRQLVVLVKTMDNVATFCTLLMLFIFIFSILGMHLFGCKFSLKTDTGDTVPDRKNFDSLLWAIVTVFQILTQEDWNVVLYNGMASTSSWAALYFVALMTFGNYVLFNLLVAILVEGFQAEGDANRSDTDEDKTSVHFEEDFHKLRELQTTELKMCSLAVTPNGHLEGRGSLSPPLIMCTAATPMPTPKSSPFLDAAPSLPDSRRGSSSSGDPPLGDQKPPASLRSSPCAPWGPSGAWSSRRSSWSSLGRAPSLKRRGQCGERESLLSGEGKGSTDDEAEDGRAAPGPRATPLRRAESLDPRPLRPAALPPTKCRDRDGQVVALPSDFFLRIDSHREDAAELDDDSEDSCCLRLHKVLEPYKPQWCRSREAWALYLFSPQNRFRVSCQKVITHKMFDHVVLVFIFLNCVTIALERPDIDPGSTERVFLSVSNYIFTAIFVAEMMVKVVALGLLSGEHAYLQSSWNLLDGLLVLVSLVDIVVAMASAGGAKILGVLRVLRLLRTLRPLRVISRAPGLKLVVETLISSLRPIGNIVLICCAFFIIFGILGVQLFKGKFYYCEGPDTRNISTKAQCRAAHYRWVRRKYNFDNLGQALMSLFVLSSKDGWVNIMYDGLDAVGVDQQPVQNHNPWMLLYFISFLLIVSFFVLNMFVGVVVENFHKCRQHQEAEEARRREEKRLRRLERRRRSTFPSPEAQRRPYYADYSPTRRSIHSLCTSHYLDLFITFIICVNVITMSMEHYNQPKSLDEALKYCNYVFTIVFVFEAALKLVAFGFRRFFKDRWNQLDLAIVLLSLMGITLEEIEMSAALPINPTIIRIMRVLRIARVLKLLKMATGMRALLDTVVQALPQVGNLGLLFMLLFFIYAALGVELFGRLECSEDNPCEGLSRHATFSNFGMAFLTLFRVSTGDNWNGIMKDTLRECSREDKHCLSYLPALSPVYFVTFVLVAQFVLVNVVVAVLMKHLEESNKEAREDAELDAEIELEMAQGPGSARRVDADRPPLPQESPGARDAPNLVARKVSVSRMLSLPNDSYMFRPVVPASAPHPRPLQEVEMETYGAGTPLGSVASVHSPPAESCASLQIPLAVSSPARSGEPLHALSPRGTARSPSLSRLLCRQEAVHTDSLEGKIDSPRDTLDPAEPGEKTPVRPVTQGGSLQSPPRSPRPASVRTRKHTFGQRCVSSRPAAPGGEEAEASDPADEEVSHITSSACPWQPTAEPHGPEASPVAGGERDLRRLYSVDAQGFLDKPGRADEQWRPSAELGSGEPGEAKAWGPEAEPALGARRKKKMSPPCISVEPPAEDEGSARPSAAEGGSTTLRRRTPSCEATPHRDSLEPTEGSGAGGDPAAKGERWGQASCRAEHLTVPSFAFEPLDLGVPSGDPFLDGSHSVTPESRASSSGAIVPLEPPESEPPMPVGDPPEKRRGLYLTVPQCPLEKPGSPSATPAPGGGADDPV
The depositor's hits bear a star.

`Cc1cccn2c(=O)c3cc(C#N)c(=NC(=O)c4cccnc4)n(CC4CCCO4)c3nc12` (stereo not given) gave Cav3 T inh -0.0528.
Screening CC(COc1ccccc1)N(CCCl)Cc1ccccc1 (stereo not given) returned Cav3 T inh 0.174.
For Cc1nc(N2CCN(C(=O)CCC(=O)O)CC2)c2c(C)c(C)sc2n1 the results were Cav3 T inh 0.159.
Screening O=C(Nc1ccnc(-c2cccnc2)n1)c1cccc(Cl)c1Cl returned Cav3 T inh -0.318.
`CCc1nnc(NC(=O)CSc2nnc(COc3ccccc3)n2-c2ccc(C)cc2)s1` gave Cav3 T inh 0.815.
For O=C(NN=C1CCCCCC1)c1cc(-c2ccccc2)nc2ccccc12 the results were Cav3 T inh -3.
CCOc1ccc(NC(=O)N2CCC(c3ccc(C)cc3)C2)cc1 (stereo not given) was read as Cav3 T inh -0.348.
COc1cc(NC(=O)c2cccs2)c(C(=O)OCC(=O)NC(C)c2ccccc2)cc1OC (stereo not given) was read as Cav3 T inh -1.71.
`Nc1nc(-c2nc3ccccc3[nH]2)cs1` gave Cav3 T inh 1.39.
Screening CCOc1ccc(C(=O)OCC(=O)c2c(N)n(C)c(=O)n(C)c2=O)cc1OCC returned Cav3 T inh 0.683.
Screening COc1ccc(C2CC(=O)c3cnc(NC(=O)c4ccccc4OC)nc3C2)c(OC)c1 (stereo not given) returned Cav3 T inh -0.882.
For N#CCCn1c(C2CCCCC2)nc2ccccc21 the results were Cav3 T inh 1.5.
Screening CCN(CC)CCNc1ncnc2c1sc1nc(N3CCOCC3)c3c(c12)CC(C)(C)SC3 returned Cav3 T inh 0.272.
For COc1cccc(/C=N/NC(=O)c2c(-c3ccccc3)noc2C)c1O the results were Cav3 T inh -1.54.
Cc1cccc(C2CC(c3ccc(F)cc3)Nc3nc(N)nn32)c1 (stereo not given) was read as Cav3 T inh 0.83.
CCc1c(C)nc(SCC(=O)N2CCc3ccccc32)[nH]c1=O was read as Cav3 T inh 0.0718.
For CCN(CC)CCOc1ccc(/C(=C(/Cl)c2ccccc2)c2ccccc2)cc1 the results were Cav3 T inh 2.18.
Screening COc1ccccc1Oc1ccc(S(=O)(=O)Nc2cccnc2)cc1 returned Cav3 T inh 0.303.
Screening COCCNC(=O)CCCCCN1C(=O)CCC1=O returned Cav3 T inh -0.528.
For Nc1nc(-c2ccc(Cl)cc2Cl)cn1N the results were Cav3 T inh 0.277.
CCN1CCN(C(=O)c2cc(-c3cccnc3)nc3ccc(Br)cc23)CC1 was read as Cav3 T inh 1.17.
Cc1c(C(=O)N2CCOCC2)sc2ncnc(N3CCc4ccccc4C3)c12 was read as Cav3 T inh 1.23.
`S=C(NCc1ccco1)N1CCN(C(c2ccccc2)c2ccccc2)CC1` gave Cav3 T inh -1.14.
`O=C(O)CC(Cc1ccc(Br)cc1)C(=O)O` (stereo not given) gave Cav3 T inh -0.48.
For O=C(CSc1nc2ccccc2o1)c1ccc2c(c1)OCCO2 the results were Cav3 T inh 0.0398.
Screening CC(C)NS(=O)(=O)c1ccc(OCC(=O)NCc2cccnc2)cc1 returned Cav3 T inh 0.183.
Screening CCOC(=O)Nc1sc(C(=O)N(C)C)c(C)c1C(=O)OCC returned Cav3 T inh 1.72.
For CCCn1c(-c2ccc(F)cc2)cnc1SCC(=O)O the results were Cav3 T inh 0.95.
`COc1ccc(/C=C(\NC(=O)c2ccccc2)C(=O)N/N=C/c2ccncc2)cc1` gave Cav3 T inh -0.0632.
Screening CC(=O)Nc1ccc(N/C=C/C(=O)c2ccc(C)o2)cc1 returned Cav3 T inh -0.00928.
CCOC(=O)C(NC(C)=O)(Nc1ccc(S(=O)(=O)Nc2cc(C)on2)cc1)C(F)(F)F (stereo not given) was read as Cav3 T inh 0.18.
Cc1ccc(-c2nc(NC(=O)CSc3cc(C)c4ccccc4n3)ns2)cc1 was read as Cav3 T inh -0.573.
`O=C(CSc1ncn[nH]1)Nc1ccccc1C(=O)O` gave Cav3 T inh -0.852.
`CCOC(=O)c1ccc2c(c1)nc(SCC(=O)NC(C)C)n2CC` gave Cav3 T inh -0.0204.
`CCO[C@H]1OC(C(=O)O)=C[C@@H](C)[C@@H]1CCCO` gave Cav3 T inh 0.67.
For O=c1cc(/C=C/c2ccccc2)oc2ccccc12 the results were Cav3 T inh -1.2.
For CCOC(=O)N1CCC(NC(=O)CCc2nc(-c3ccc(C)cc3)no2)CC1 the results were Cav3 T inh -0.00527.
`COc1ccccc1C(O)Cc1nc2ccccc2n1C` (stereo not given) gave Cav3 T inh -0.44.
For Cc1ccc(OCC(=O)N/N=C/c2cn[nH]c2-c2ccc(Cl)c(Cl)c2)cc1 the results were Cav3 T inh -0.04.
For CCCCNC(=O)Nc1nnc(-c2ccccc2)o1 the results were Cav3 T inh 1.15.
Screening CC(NS(=O)(=O)c1ccccc1)C(=O)Nc1nccs1 (stereo not given) returned Cav3 T inh -0.0811.
NCCc1nnc(SCc2c(F)cccc2Cl)o1 was read as Cav3 T inh 0.786.
Oc1ccccc1-c1nc(N2CCN(Cc3ccccc3)CC2)c2ccccc2n1 was read as Cav3 T inh -0.542.
Screening COc1ccc(-c2csc3nc(C)n(-n4cccc4)c(=O)c23)cc1OC returned Cav3 T inh -0.584.
CC1(C)CC(=O)C2=C(C1)NC(SCC(N)=O)=C(C#N)C21CCCCC1 was read as Cav3 T inh 1.91.
Screening CC(C)CC(NC(=O)C(NC(=O)OC(C)(C)C)C(C)C)C(=O)N1CCCC1C(N)=O (stereo not given) returned Cav3 T inh -0.539.
Screening CCCCC(c1nnnn1CC1CCCO1)N1CCN(Cc2ccccc2)CC1 (stereo not given) returned Cav3 T inh 0.92.
Screening CCOC(=O)c1cnc2ccc(Br)cc2c1NCCO returned Cav3 T inh 0.144.
`c1ccc(Oc2cccc(CN3CCCCC3)c2)cc1` gave Cav3 T inh 0.935.
`Cc1cc(NC(=O)NC2CCCN2S(=O)(=O)c2ccc(Cl)cc2)no1` (stereo not given) gave Cav3 T inh 0.273.
CC(=O)Nc1cccc(NC(=O)c2cc3ccccc3o2)c1 was read as Cav3 T inh 0.17.
Screening CCCC(C(=O)N1CCOCC1)N1C(=O)C2C3C=CC(C3)C2C1=O (stereo not given) returned Cav3 T inh 0.771.
Screening O=C(Nc1cccc(F)c1)OC(CN1CCCCC1)C(F)(F)F (stereo not given) returned Cav3 T inh -4.06.
`Cc1ccc(N2CCN(C(=O)c3ccccc3NC(=O)/C=C\C(=O)O)CC2)cc1` gave Cav3 T inh 0.142.
For COc1ccc2ccccc2c1C(O)c1nccn1C (stereo not given) the results were Cav3 T inh -5.57*.
For COc1ccccc1NC(=O)CN(c1ccccc1F)S(C)(=O)=O the results were Cav3 T inh 0.896.
COc1cc(-c2nc3c(c(C)nn3-c3ccccc3)c3cc(OC)c(OC)cc23)ccc1O was read as Cav3 T inh 0.686.
Screening c1ccc(Oc2cccc(OCCCn3cncn3)c2)cc1 returned Cav3 T inh -0.884.
Screening COC(=O)Cn1c(=O)c2c(nc3n2CC(C)CN3c2ccc(C)c(C)c2)n(C)c1=O (stereo not given) returned Cav3 T inh 1.09.
`CCOC(=O)c1cnn(-c2ncnc3c2oc2ccccc23)c1N` gave Cav3 T inh 0.0391.
Screening O=C(CSc1nc2ccccc2o1)Nc1nncs1 returned Cav3 T inh 0.428.
Screening O=S(=O)(NCCSc1ccccc1)c1cccs1 returned Cav3 T inh -1.82.
For Cc1ccccc1C(=O)Nc1nc2n(n1)C(c1ccccc1)CC(=O)N2 (stereo not given) the results were Cav3 T inh -0.392.
For Cc1c(NC(=O)CN2CCCc3ccccc32)c(=O)n(-c2ccccc2)n1C the results were Cav3 T inh 0.151.
For COc1ccc(-n2c(SCC(=O)N3CCCCC3)nc(O)cc2=O)cc1 the results were Cav3 T inh 0.302.
`CSc1nnc([C@H](C)NC(=O)OC(C)(C)C)o1` gave Cav3 T inh -0.886.
Cc1cc(C)c(C(=O)CSC2=NC(N)=C(C#N)C3(CCCCC3)C2C(N)=O)cc1C (stereo not given) was read as Cav3 T inh -1.4.
For Cc1ccccc1NC(=O)Cn1nnc(-c2ccc(N3CCOCC3)cc2)n1 the results were Cav3 T inh 0.247.
For COc1ccccc1CNC(=O)CCNS(=O)(=O)c1cccc2nsnc12 the results were Cav3 T inh 0.943.
For O=C(NCc1ccc2c(c1)OCO2)C1CCCN(C(=O)c2ccc(Cl)cc2)C1 (stereo not given) the results were Cav3 T inh -0.055.
Screening CC(C)C(NC(=O)C1CCCCC1)C(=O)NC1CCN(Cc2ccccc2)CC1 (stereo not given) returned Cav3 T inh 0.965.
For Cc1cc(N=Cc2cc(Br)ccc2O)no1 the results were Cav3 T inh 0.0412.
Screening O=C(O)Cn1nnn(-c2ccccc2)c1=S returned Cav3 T inh 0.643.
COc1ccc2c(c1)c(C(=O)CN1CCC(C(N)=O)CC1)c(C)n2C was read as Cav3 T inh 0.482.
CCN(CC)S(=O)(=O)c1ccc(NC(=O)CN(c2cccc(C)c2)S(C)(=O)=O)cc1 was read as Cav3 T inh -4.45*.
For COC(=O)[C@H](Cc1ccccc1)NC(=O)N1CCCCC1C (stereo not given in full) the results were Cav3 T inh 0.154.
For O=C(N/C(=N\O)c1ccccc1)Nc1ccc(Cl)cc1 the results were Cav3 T inh -4.98*.
For CC1=C/C(=N\OS(=O)(=O)c2ccccc2)C(C)=CC1=O the results were Cav3 T inh 2.54.
For CCOC(=O)CSc1nnc(Cc2ccccc2)n1Cc1ccco1 the results were Cav3 T inh -1.85.
`COc1ccccc1[C@@H]1C(c2ccc(F)cc2)=NN(c2ccccc2)[C@H]1C(=O)N1CCOC1=O` gave Cav3 T inh -0.754.

17 structures already listed, sorted by molecular weight, lowest first:
Screening O=C(O)Cn1nnn(-c2ccccc2)c1=S returned Cav3 T inh 0.643.
`CSc1nnc([C@H](C)NC(=O)OC(C)(C)C)o1` gave Cav3 T inh -0.886.
For Cc1cc(N=Cc2cc(Br)ccc2O)no1 the results were Cav3 T inh 0.0412.
For CC1=C/C(=N\OS(=O)(=O)c2ccccc2)C(C)=CC1=O the results were Cav3 T inh 2.54.
Screening O=C(CSc1nc2ccccc2o1)Nc1nncs1 returned Cav3 T inh 0.428.
Screening O=S(=O)(NCCSc1ccccc1)c1cccs1 returned Cav3 T inh -1.82.
For COC(=O)[C@H](Cc1ccccc1)NC(=O)N1CCCCC1C (stereo not given in full) the results were Cav3 T inh 0.154.
COc1ccc2c(c1)c(C(=O)CN1CCC(C(N)=O)CC1)c(C)n2C was read as Cav3 T inh 0.482.
For Cc1ccccc1C(=O)Nc1nc2n(n1)C(c1ccccc1)CC(=O)N2 (stereo not given) the results were Cav3 T inh -0.392.
For CCOC(=O)CSc1nnc(Cc2ccccc2)n1Cc1ccco1 the results were Cav3 T inh -1.85.
For Cc1c(NC(=O)CN2CCCc3ccccc32)c(=O)n(-c2ccccc2)n1C the results were Cav3 T inh 0.151.
For Cc1ccccc1NC(=O)Cn1nnc(-c2ccc(N3CCOCC3)cc2)n1 the results were Cav3 T inh 0.247.
Screening CC(C)C(NC(=O)C1CCCCC1)C(=O)NC1CCN(Cc2ccccc2)CC1 (stereo not given) returned Cav3 T inh 0.965.
For COc1ccccc1CNC(=O)CCNS(=O)(=O)c1cccc2nsnc12 the results were Cav3 T inh 0.943.
Cc1cc(C)c(C(=O)CSC2=NC(N)=C(C#N)C3(CCCCC3)C2C(N)=O)cc1C (stereo not given) was read as Cav3 T inh -1.4.
CCN(CC)S(=O)(=O)c1ccc(NC(=O)CN(c2cccc(C)c2)S(C)(=O)=O)cc1 was read as Cav3 T inh -4.45*.
`COc1ccccc1[C@@H]1C(c2ccc(F)cc2)=NN(c2ccccc2)[C@H]1C(=O)N1CCOC1=O` gave Cav3 T inh -0.754.

(continued)
Screening O=C(Nc1cnc2sccn2c1=O)c1ccc(Cl)cc1Cl returned Cav3 T inh -0.0417.
`C=CCn1c(Oc2cc(C)ccc2C)nc2c1c(=O)n(C)c(=O)n2C` gave Cav3 T inh -2.67.
`CCN(CC)S(=O)(=O)c1cccc(C(=O)NC(C(=O)NC2=NCCS2)C(C)C)c1` (stereo not given) gave Cav3 T inh 0.435.
CCc1ccc(N(C(C)=O)C2C=CS(=O)(=O)C2)cc1 (stereo not given) was read as Cav3 T inh -0.0136.
`COc1ccc(-c2nc3n(c(=O)c2C#N)CCCS3)cc1` gave Cav3 T inh 0.00399.
For CCS(=O)(=O)N1CCCC(C(=O)NCCc2ccc(OC)c(OC)c2)C1 (stereo not given) the results were Cav3 T inh 0.475.
For COc1ccccc1NC(=O)C(CC=C(Cl)Cl)C(C)=O (stereo not given) the results were Cav3 T inh -0.767.
`OC(COc1ccccc1Cl)CN1CCN(CC(O)COc2ccccc2Cl)CC1` (stereo not given) gave Cav3 T inh -2.21.
For CC(C)N(CCNC(=O)C1CCC(=O)N1Cc1ccc(F)cc1)Cc1ccccc1 (stereo not given) the results were Cav3 T inh -0.00733.
`O=C(CS(=O)(=O)c1cn(Cc2ccc(F)cc2)c2ccccc12)N1CCOCC1` gave Cav3 T inh 0.281.
`CN(C)S(=O)(=O)c1ccc(C(=O)NCCOc2ccccc2)cc1` gave Cav3 T inh 1.07.
NC(=O)c1ccc(-n2nnnc2SCC(=O)Nc2ccccc2-c2ccccc2)cc1 was read as Cav3 T inh 0.407.
`Cn1c(SCC(=O)NC2CCCCC2)nnc1-c1cc2ccccc2o1` gave Cav3 T inh -0.0149.
Cc1ccc(NC(=O)c2cccc(OCc3c(C)noc3C)c2)cc1 was read as Cav3 T inh -1.47.
Cc1ccccc1-c1nc(CS(=O)CC(=O)NCCCN(C)c2ccccc2)c(C)o1 (stereo not given) was read as Cav3 T inh -4.3.
For CC(=O)Nc1c(O)nc(SCC(=O)Nc2nnc(CC(C)C)s2)[nH]c1=O the results were Cav3 T inh 0.145.
For O=C(Nc1nc(=S)ss1)c1ccc(Cl)cc1Cl the results were Cav3 T inh -10.8*.
Cc1ccc2c(c1)N(CC(=O)NC1CCC(C)CC1)C(=O)CO2 (stereo not given) was read as Cav3 T inh -0.281.
CCC1CCCCN1CCn1c(=S)[nH]c2cc(OC)c(OC)cc2c1=O (stereo not given) was read as Cav3 T inh 0.923.
Screening O=C(CSc1nc(-c2ccccc2)cc(C(F)(F)F)n1)N1CCOCC1 returned Cav3 T inh 1.06.
`CCOC(=O)C(C)Oc1cccc2c(=O)n(CC(=O)Nc3ccc(OCC)cc3)ccc12` (stereo not given) gave Cav3 T inh -1.74.

High-throughput results as filed in PubChem.

An excerpt. The share of hits here may be higher or lower than overall.
